Screening data: PubChem, several laboratories
KOR beta-arrestin-1: KOR antagonists, beta-arrestin recruitment, cell-based, luminescence, uHTS (AID 1778); Kappa-type opioid receptor (Homo sapiens); KOR beta-arrestin recruitment, luminescence, antagonist mode; higher % means a stronger effect; inhibition, % at 10 µM, or IC50 in µM where a hit was titrated; 0.091% of 290,000 active; note: strong numbers were not always called active
HEK293 NOD2/NF-kB: NOD2 signaling inhibitors, cell-based, luminescence, uHTS, HEK293 (AID 1566). 0.63% of 290,000 active. inhibition, % at 4 µM, or EC50 in µM where a hit was titrated. HEK293 NOD2/NF-kB luciferase reporter, luminescence; higher % means a stronger effect; note: many of its hits are not listed in these tables
PhoP inhibition: inhibitors of PhoP regulon expression, primary screen, Salmonella Typhimurium, GFP reporter (AID 1863); S. Typhimurium PhoP-regulated promoter GFP reporter, 4 h; higher % means a stronger effect; inhibition, % at 50 µM, or IC50 in µM where a hit was titrated; 0.16% of 300,000 active;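 active = inhibition over 29.93%, a cutoff 3 SD above the screen mean, later confirmed by dose response; inconclusive = inhibition over 29.93% but no dose response follow-up; inactive = inhibition at most 29.93% or unconfirmed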;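 note: 0% = low Mg2+ inducing control and 100% = high Mg2+ repressing control; strong numbers were not always called active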
HIV peptide binding: inhibitors of HIV fusion peptide binding, primary screen, biochemical, uHTS, fluorescence dequenching (AID 1986); 0.3% of 290,000 active; cell-free peptide binding, fluorescence dequenching, 30 min; higher % means a stronger effect; inhibition, % at 20 µM; hits with a dose series show IC50 in µM; in the data active = inhibition mostly above about 52%, no sharp cut-off; inactive = mostly below about 76%; note: some results filed as inactive read as strong as hits
KOR beta-arrestin-2: KOR agonists, beta-arrestin recruitment, primary screen, cell-based, luminescence, uHTS (AID 1777); Kappa-type opioid receptor (Homo sapiens); KOR beta-arrestin recruitment, luminescence; higher % means a stronger effect; activation, % at 10 µM; hits with a dose series show EC50 in µM; 0.02% of 280,000 active; in the data active = activation above about 50%, passing the limit was not always enough; note: a part of the inactive calls stands beside numbers as strong as those of hits
NOD1 inhibition: NOD1 signaling inhibitors, primary screen, cell-based, luminescence, uHTS (AID 1578). NOD1-driven NF-kB luciferase reporter cells, luminescence; higher % means a stronger effect. inhibition, % at 4 µM; hits with a dose series show EC50 in µM. 1% of 290,000 active; in the data active = inhibition mostly above about 36%, no sharp cut-off; inactive = mostly below about 34%;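 note: HEK-293T reporter cells stimulated with the NOD1 agonist gamma-tri-DAP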
SIAH1 antagonists: Siah-1 peptide-binding antagonists, primary screen, biochemical, fluorescence polarization, rhodamine-plectin, uHTS (AID 1817). 0.02% of 290,000 active. E3 ubiquitin-protein ligase SIAH1 (Homo sapiens). displacement, % at 20 µM, or IC50 in µM where a hit was titrated. Siah-1 / rhodamine-plectin peptide fluorescence polarization; higher % means a stronger effect;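 active = displacement of at least 50% at 20 µM, with a fluorescence ratio check between 0.3 and a set limit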;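 note: plate controls were Siah plus tracer with DMSO for no effect and tracer alone without Siah for full effect; strong numbers were not always called active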
LYP inhibition: inhibitors of LYP phosphatase, biochemical, fluorescence intensity, uHTS (AID 1779) | recombinant LYP phosphatase, fluorescence intensity; higher % means a stronger effect | inhibition, % at 11.5 µM, or IC50 in µM where a hit was titrated | 0.054% of 290,000 active;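 note: plate controls were vehicle with enzyme for no effect and no enzyme for full effect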
Myeloid diff MLP: induction of myeloid progenitor differentiation, primary screen, cell-based, flow cytometry, MLPCN library | ER-HoxA9 myeloid progenitors, lysozyme-GFP differentiation | 1% of 360,000 active | calls only at 10 µM | AID 624256, 2012;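 active = normalized GFP-positive differentiation at or above the plate's own cutoff, the solvent-only control mean plus 3 SD; inconclusive = no clear call, values can overlap the other calls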;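 note: cells exposed to compound for four days before flow analysis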
Myeloid diff MLP GFP+ MAC1+ %: further read-out of Myeloid diff MLP, marked with its call; GFP+ MAC1+ double positive, %; measured here: differentiation confirmed by MAC1 staining
* marks the source's active call; other numbers are inactive results; i = inactive; u = inconclusive; x = not tested or not shown; [ ] = another dose, or the depositor's remark. Cut-off read from the data, not from the text of the source, unless noted: active = inhibition above about 50%; inactive = the rest. Only part of the results is shown (hit frequency here may not be typical).

SMILES	KOR beta-arrestin-1	HEK293 NOD2/NF-kB	PhoP inhibition	HIV peptide binding	KOR beta-arrestin-2	NOD1 inhibition	SIAH1 antagonists	LYP inhibition	Myeloid diff MLP	Myeloid diff MLP GFP+ MAC1+ %
CC12CCC(C(=O)O)(c3nc(C#N)c(C#N)nc31)C2(C)C (stereo not drawn)	32%	0%	-9%	2.4%	0.1%	-26%	-1%	2%	i	9.5
O=C(Cc1cccs1)Nc1cccnc1	13%	-8%	-5%	-1.2%	7.6%	-10%	2%	-9%	i	5.8
CC(=O)C1=NN(c2ccccc2)C(c2ccc3c(c2)OCO3)N1c1ccc(N2CCOCC2)cc1 (stereo not drawn)	-1%	9%	5%	-0.1%	-2.9%	-16%	2%	1%	i	0.3
CN(CCc1ccccn1)C(=O)c1cc(COc2ccc(F)cc2F)on1	1%	29%	-2%	-1.9%	-0.3%	4%	0%	-9%	i	1.9
O=C(NNC(=O)c1cccc(O)c1)Nc1ccc([N+](=O)[O-])cc1	6%	3%	5%	0.3%	-9.7%	-21%	13%	-1%	x	x
Cc1nn(CC(=O)N2CCc3ccccc3C2)c(C)c1[N+](=O)[O-]	-7%[20 µM]	10%	x	5.9%	x	-12%	2%	-9%	i	0.5
Cc1cc(-c2ccccc2)nc2c(Br)c(=O)[nH]n12	14%	10%	10%	-3.0%	-3.2%	-54%	2%	-3%	i	0.8
CN1CCN(CCCNC(=O)c2ccc(CSCc3cccc(Cl)c3)o2)CC1	14%	23%	6%	-2.7%	2.4%	18%	0%	-14%	x	x
Cc1ccnc(NC(=O)CCC(=O)N(CC(=O)NC(C)(C)C)Cc2ccc3c(c2)OCO3)c1	-6%	10%	3%	-0.9%	-0.3%	-26%	13%	-4%	i	0.0
CCCC(=O)Nc1nnc(SCC(=O)N2CCN(c3ccccc3)CC2)s1	-12%	-29%	-11%	-2.9%	3.5%	12%	0%	-6%	i	0.8
Cc1ccc(Nc2nc(CSc3nnc(-c4cccnc4)n3-c3ccccc3C)cs2)cc1	-5%	19%	u	2.0%	1.8%	87%*	-1%	1%	i	0.3
O=C(NCCc1ccccc1)C1c2ccccc2C(=O)N1Cc1cccs1 (stereo not drawn)	-25%	-1%	-11%	1.0%	5.0%	-9%	-5%	-5%	i	0.2
O=C(Cc1ccccc1)Nc1ccc2c(c1)CCC2	-5%	-59%	-12%	-0.4%	2.1%	-44%	-1%	-6%	i	0.7
C=CCc1cc(/C=C2/NC(=O)N(CC(=O)OC)C2=O)cc(OC)c1O	-18%	-2%	6%	-1.3%	2.6%	-30%	-4%	3%	i	0.6
COc1ccc(-c2nc(CSCC(=O)N3CCN(C(=O)c4ccco4)CC3)c(C)o2)cc1OC	-19%	13%	7%	0.5%	-3.2%	2%	-1%	-4%	i	2.7
CC1=C(C(=O)OCc2ccccc2)C(c2ccccc2OC(F)F)NC(=O)N1 (stereo not drawn)	10%	8%	8%	8.7%	4.2%	11%	2%	-10%	i	3.6
Cc1cc(C)nc(Oc2ccc([N+](=O)[O-])cc2)n1	-22%	12%	-8%	0.7%	1.7%	-18%	-4%	-5%	i	0.0
O=C(O)CN1C(=O)COc2ccc(S(=O)(=O)N3CCCCCC3)cc21	-35%	1%	-1%	-0.6%	-3.7%	-19%	-1%	-12%	i	0.0
O=CN(Cc1ccco1)C1(C(=O)NC2CCCCC2)CCCCC1	47%	-6%	-9%	-2.3%	-6.4%	4%	-8%	-5%	i	0.4
O=C(N/N=C/c1ccc(OCc2ccccc2)cc1)c1ccco1	-15%	-38%	-6%	4.8%	0.9%	2%	14%	-5%	i	0.5
COc1ccccc1CNc1ccccc1F	16%[20 µM]	-43%	-7%	-1.2%	-1.0%	9%	-8%	-6%	i	0.4
CC(=O)N1CCc2cc(S(=O)(=O)CCC(=O)NCCc3ccc(C)cc3)ccc21	8%	11%	-4%	-0.2%	-0.6%	-26%	0%	-6%	i	2.2
CSc1nnc(-c2sc3cc(C(F)(F)F)cnc3c2-c2ccccc2)n1C	-25%	-15%	28%	2.1%	1.4%	-8%	2%	-9%	i	0.7
OCCC1CN(Cc2ccon2)CCN1Cc1ccccc1 (stereo not drawn)	8%	1%	x	-1.8%	-2.9%	-31%	1%	-8%	i	0.2
COc1cccc(COc2ccc3c(C)cc(=O)oc3c2)c1	-15%	-75%	-5%	-1.5%	-0.3%	-7%	2%	-5%	i	0.5
COc1cccc(NC(=O)C(=O)NCc2ccncc2)c1	-41%[20 µM]	-64%	-4%	-0.4%	x	-26%	-3%	-5%	i	0.4
N#Cc1cccnc1Nc1ccc(Cl)cc1	-20%[20 µM]	0%	6%	0.3%	-9.6%	-24%	7%	0%	i	0.2
O=C(CN1CCN(c2ccc(O)cc2)CC1)NC(=O)NCc1ccco1	-23%	15%	-2%	0.0%	-4.7%	-19%	3%	-3%	i	0.8
O=C(NNC(=O)[C@@H]1CCCC[C@@H]1C(=O)O)Nc1ccccc1	27%	18%	2%	-0.5%	2.7%	10%	14%	-8%	i	0.9
Cn1c(CNC(=O)OC(C)(C)C)nnc1SCC(=O)N1CCOCC1	16%	-6%	-6%	-0.4%	2.0%	-1%	0%	-9%	i	1.0
CCCCCC1CC(CC#CCN2CCOCC2)C(=O)O1 (stereo not drawn)	-4%	9%	6%	-1.0%	-6.8%	-52%	-1%	-5%	i	1.3
CCc1ccc(CN2C(=O)c3ccccc3C2C(=O)NCC2CCCO2)cc1 (stereo not drawn)	15%	10%	-9%	-0.8%	7.7%	-18%	4%	-5%	i	0.3
Cc1ccc(-n2c(=O)c3ccccc3n(CC(=O)C(C)(C)C)c2=O)cc1	2%	-9%	-1%	0.5%	2.5%	-38%	6%	-5%	i	0.5
Cc1nn(CC2CCCCC2)c(N)c1-c1ccccc1	x	-55%	-9%	-2.1%	-0.3%	-18%	-4%	-6%	i	1.2
O=C(NC1CCN(C(=S)NCc2ccco2)CC1)C12CC3CC(CC(C3)C1)C2	-10%	-14%	-3%	1.7%	-5.7%	-5%	-2%	-2%	i	4.5
N#CCn1c(Cc2ccccc2)nc2ccccc2c1=O	-40%[20 µM]	-3%	0%	1.3%	-2.5%	-16%	-2%	-6%	i	0.5
CC(=O)NNc1ncnc2c1cnn2-c1ccc(C)c(Cl)c1	-28%	21%	3%	0.5%	-2.1%	-33%	4%	-7%	i	0.4
O=C(c1cnsn1)N1CCN(c2ccccn2)CC1	-41%	-4%	14%	0.0%	1.5%	1%	0%	-6%	i	0.8
COc1cc(OC)cc(C(=O)N/N=C\c2ccoc2)c1	0%	2%	-3%	-2.9%	6.9%	-3%	-1%	-3%	i	0.8
COc1ccc(CCNC(=O)C(=O)NCCCN2CCOCC2)cc1	-32%[20 µM]	13%	2%	-2.2%	-1.2%	20%	3%	-8%	i	0.8
Cn1nc(C(F)(F)F)c(C#N)c1N1CCN(c2ccccc2)CC1	-4%	12%	-8%	-2.1%	-1.9%	54%	-5%	-7%	i	0.3
CO/N=C(/C)CCS(=O)(=O)c1ccccc1	-11%	10%	1%	-1.0%	1.2%	-11%	16%	-2%	i	1.0
Cc1c(OCC(=O)NCc2ccncc2)ccc2c3c(c(=O)oc12)CCCC3	-17%	31%	-5%	0.3%	3.5%	4%	6%	-7%	i	0.8
CCc1nnc(NC(=O)CN2CCN(Cc3ccccc3Cl)CC2)s1	-7%	-13%	0%	1.4%	-0.4%	-27%	7%	-9%	i	0.7
C=C1CCC[C@]2(C)C[C@H]3OC(=O)C(CN[C@@H](C)c4ccccc4)[C@H]3CC12 (stereo partly drawn)	16%	-2%	11%	-2.6%	0.0%	-16%	0%	-7%	i	1.1
COc1ccccc1S(=O)(=O)Cc1ccc(C(=O)N2CCN(c3ccccn3)CC2)o1	-17%	8%	0%	2.8%	-3.6%	6%	-6%	-4%	i	1.0
COCCNC(=S)N(CCc1c(C)[nH]c2ccccc12)Cc1cccnc1	3%	19%	7%	-1.4%	0.8%	1%	-3%	-8%	i	0.7
Cc1nc(-c2ccc(Cl)cc2)sc1C1(C)CC(c2ccccc2F)=NO1 (stereo not drawn)	22%	-55%	-7%	-0.8%	2.0%	0%	14%	-3%	i	1.5
COc1ccc(C2C(C#N)=C(N)OC3=C2C(=O)CCC3)c(OC)c1OC (stereo not drawn)	18%	9%	-7%	1.3%	-0.9%	3%	9%	-3%	i	1.4
Cc1ccc(NC(=O)CC2S/C(=N/c3nccs3)N(C)C2=O)cc1C (stereo not drawn)	0%	3%	-6%	0.0%	-1.1%	-30%	9%	-7%	i	2.4
CCCC[C@@H]1C[C@H]1[C@@H](NC(=O)c1cccs1)c1ccc(Cl)cc1	-26%	14%	2%	4.1%	0.3%	-24%	5%	5%	x	x
O=C(/C=C/c1ccc(F)cc1)NC(=S)Nc1ccccc1O	18%	9%	-8%	0.5%	4.0%	2%	-6%	0%	i	1.1
CC(=O)Nc1ccc(NC(=O)CC23CC4CC(CC(C4)C2)C3)cc1	35%	8%	1%	2.0%	0.2%	38%	4%	-8%	u	x
CCc1ccc(N(C2C=CS(=O)(=O)C2)S(=O)(=O)c2ccc(C)cc2)cc1 (stereo not drawn)	37%	18%	3%	-1.1%	-1.5%	2%	-3%	-7%	i	0.1
C=CCn1c(=N)c(C(=O)OC)cc2c(=O)n3cccc(C)c3nc21	0%	7%	x	-1.0%	-2.2%	2%	1%	-22%	x	x
CS(=O)(=O)c1ccc2nc(NC(=O)CCS(=O)(=O)c3ccccc3)sc2c1	-11%	x	1%	-1.8%	-4.5%	x	6%	-8%	u	x
CCOc1ccc(OCCSc2nc(C)cc(=O)[nH]2)cc1	-46%	-59%	-3%	14%	-2.7%	-31%	0%	-8%	i	1.4
Cc1nnc2ccc(-c3ccc(NC(=O)c4cccnc4Cl)cc3)nn12	-12%	5%	0%	1.7%	-4.3%	-39%	3%	-6%	i	0.2
CSC1=C(C#N)C(c2ccc(C)cc2)C2=C(CCCC2=O)N1 (stereo not drawn)	3%	-9%	10%	1.4%	0.7%	-1%	14%	2%	i	0.4

Reformatted with each value named: entries from further up
O=C(NNC(=O)c1cccc(O)c1)Nc1ccc([N+](=O)[O-])cc1
- KOR beta-arrestin-1: 6%
- HEK293 NOD2/NF-kB: 3%
- PhoP inhibition: 5%
- HIV peptide binding: 0.3%
- KOR beta-arrestin-2: -9.7%
- NOD1 inhibition: -21%
- SIAH1 antagonists: 13%
- LYP inhibition: -1%
- Myeloid diff MLP: x
- Myeloid diff MLP GFP+ MAC1+ %: x

COc1ccc(-c2nc(CSCC(=O)N3CCN(C(=O)c4ccco4)CC3)c(C)o2)cc1OC
- KOR beta-arrestin-1: -19%
- HEK293 NOD2/NF-kB: 13%
- PhoP inhibition: 7%
- HIV peptide binding: 0.5%
- KOR beta-arrestin-2: -3.2%
- NOD1 inhibition: 2%
- SIAH1 antagonists: -1%
- LYP inhibition: -4%
- Myeloid diff MLP: i
- Myeloid diff MLP GFP+ MAC1+ %: 2.7
